Assay outcomes deposited in PubChem by several laboratories.
Fam108B counter – mouse Fam108B serine hydrolase inhibitors, primary screen, counter-screen for RBBP9 inhibitor project, biochemical, fluorescence polarization; recombinant Fam108B, FP-Rh probe fluorescence polarization; 300,000 tested, 0.33% active; inhibition, % at 9.51 µM; AID 1947, 2009;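 active = inhibition above the screen mean inhibition plus 3 SD, computed separately per campaign, cut at about 18% in these data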;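 note: inhibitors lower polarization as less probe binds the enzyme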
PAD4 FP inh – human PAD4 inhibitors, primary screen, biochemical, fluorescence polarization, 1536-well format; recombinant PAD4, RCA probe fluorescence polarization; 330,000 tested, 0.41% active; Protein-arginine deiminase type-4 (Homo sapiens), Q9UM07; inhibition, % at 6.36 µM;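 active = percent inhibition above a cutoff equal to the mean of all tested compounds plus 3 SD, cut at about 15% in these data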;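 note: 0% = PAD4 with RCA probe and DMSO and 100% = probe without PAD4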
TPT1 inh – Candida albicans TPT1 enzyme inhibitors, primary screen, biochemical, fluorescence polarization | recombinant caTPT1, FP RNA substrate dephosphorylation | 300,000 tested, 0.81% active | tRNA 2'-phosphotransferase TPT1 (Candida albicans SC5314) | AID 1962, 2009 | inhibition, % at 5 µM;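 active = inhibition above the mean of all tested compounds plus 3 SD, set per screening campaign, cut at about 24% in these data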;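 note: plate controls were DMSO alone for no effect and ferristatin control at 100 nM for full effect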
PME-1 primary – PME-1 inhibitors via competitive probe labeling, primary screen, biochemical, fluorescence polarization, FP-Rh probe, HTS; Protein phosphatase methylesterase 1 (Homo sapiens), Q9Y570; recombinant PME-1; inhibition, % at 5.9 µM; 320,000 tested, 0.53% active; AID 2130, 2009;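 active = inhibition above the campaign mean of all compounds plus 3 SD, cut at about 26% in these data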;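 note: competitive labeling of PME-1 active site by serine hydrolase directed probe; 0% = PME-1 with DMSO and 100% = wells lacking PME-1 enzyme; inhibitors block probe labeling so polarization falls and inhibition rises; many of its hits are not listed in these tables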
GSTO1 counter – inhibitors of recombinant GSTO1, primary screen, counter-screen for RBBP9 inhibitor project, biochemical, fluorescence polarization; activity-based probe fluorescence polarization; inhibition, % at 5.96 µM; 300,000 tested, 1.1% active; AID 1974, 2009;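 active = inhibition above the campaign mean inhibition plus 3 SD, cut at about 35% in these data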;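 note: 0% = GSTO1-1 with DMSO and 100% = wells lacking GSTO1-1 enzyme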
Target sequence (P78417 whole entry, looked up): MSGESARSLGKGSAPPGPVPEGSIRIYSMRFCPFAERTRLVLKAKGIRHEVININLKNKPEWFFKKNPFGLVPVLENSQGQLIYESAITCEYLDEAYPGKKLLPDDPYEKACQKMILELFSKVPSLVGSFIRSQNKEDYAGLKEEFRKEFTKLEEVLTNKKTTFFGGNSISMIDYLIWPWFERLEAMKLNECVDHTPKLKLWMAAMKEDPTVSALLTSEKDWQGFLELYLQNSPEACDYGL
MCL1-BIM inh – inhibitors of MCL1 binding to BIM-BH3, primary screen, biochemical, fluorescence polarization | GST-MCL1 / FITC-Bim-BH3 fluorescence polarization | inhibition, % at 10.9 µM | 320,000 tested, 0.68% active | AID 2057, 2009 | Induced myeloid leukemia cell differentiation protein Mcl-1 (Homo sapiens), Q07820;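 active = inhibition above the mean inhibition of all tested compounds plus 3 SD, set per campaign, cut at about 40% in these data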;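 note: 0% = DMSO wells and 100% = unlabeled Bim-BH3 peptide control; higher means more loss of mP so more displacement of Bim peptide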
Target sequence (Q07820 whole entry, looked up): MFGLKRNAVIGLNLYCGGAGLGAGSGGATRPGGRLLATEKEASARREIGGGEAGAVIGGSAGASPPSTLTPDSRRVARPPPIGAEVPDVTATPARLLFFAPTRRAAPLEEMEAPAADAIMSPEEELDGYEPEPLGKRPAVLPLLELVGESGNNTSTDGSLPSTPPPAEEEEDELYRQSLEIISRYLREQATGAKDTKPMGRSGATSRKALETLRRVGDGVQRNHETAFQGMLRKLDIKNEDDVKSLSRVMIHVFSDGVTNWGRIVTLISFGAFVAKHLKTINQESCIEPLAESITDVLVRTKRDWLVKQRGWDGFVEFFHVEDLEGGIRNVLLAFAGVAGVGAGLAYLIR
GLD-1 TGE inh – GLD-1/TGE RNA complex disruptors, primary screen, biochemical, fluorescence polarization. inhibition, % at 5.96 µM. purified GLD-1 + fluorescein TGE RNA. 320,000 tested, 0.44% active. AID 2280, 2010. Female germline-specific tumor suppressor gld-1 (Caenorhabditis elegans), Q17339;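 active = percent inhibition above a per-plate cutoff, the plate mean of test compounds plus 3 SD, cut at about 30% in these data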;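 note: 0% = DMSO wells with GLD-1 and probe and 100% = wells lacking GLD-1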
Target sequence (Q17339 whole entry, looked up): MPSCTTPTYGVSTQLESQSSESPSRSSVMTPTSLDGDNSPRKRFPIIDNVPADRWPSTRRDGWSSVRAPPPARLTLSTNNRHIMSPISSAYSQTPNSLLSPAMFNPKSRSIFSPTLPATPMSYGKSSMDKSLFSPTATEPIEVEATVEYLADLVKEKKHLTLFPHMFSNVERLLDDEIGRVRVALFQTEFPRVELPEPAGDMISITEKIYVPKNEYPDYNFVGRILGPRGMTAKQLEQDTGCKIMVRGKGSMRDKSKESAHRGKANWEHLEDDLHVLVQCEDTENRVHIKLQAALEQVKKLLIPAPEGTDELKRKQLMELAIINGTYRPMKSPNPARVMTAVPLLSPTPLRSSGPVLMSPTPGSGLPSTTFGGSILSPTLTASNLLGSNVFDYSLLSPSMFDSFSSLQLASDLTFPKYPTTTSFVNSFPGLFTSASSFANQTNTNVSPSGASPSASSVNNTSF
BCLXL inh – inhibitors of human Bcl-xL, primary screen, biochemical, fluorescence polarization, HTS; 320,000 tested, 0.7% active; inhibition, % at 10.9 µM; GST-Bcl-xL / FITC-Bim BH3 peptide fluorescence polarization; Bcl-2-like protein 1 (Homo sapiens), Q07817; AID 2129, 2009;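 active = inhibition above the mean of all tested compounds plus 3 SD, cutoff set per campaign, cut at about 30% in these data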;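 note: 0% = DMSO wells and 100% = unlabeled Bim-BH3 peptide competitor; inhibitors lower millipolarization by displacing the labeled peptide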
MEX-5 binding – MEX-5 zinc finger RNA-binding disruptors – biochemical, C. elegans, fluorescence polarization, MLPCN library, primary screen; Zinc finger protein mex-5 (Caenorhabditis elegans), Q9XUB2; MEX-5/FITC-TCR2 RNA binding; hits give low values; activity score (negative = inhibition of binding), % at 10 µM; 300,000 tested, 0.38% active; AID 1832, 2009;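 active = inhibition past about -25% in most replicates, and total fluorescence under double the plate's negative control median, limit read from the data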;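 note: 0% = DMSO and -100% = 5 µM competing unlabeled TCR2 RNA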
An asterisk follows results filed as active; nt = no result given; & = joins results of further samples. A portion of the library (hit frequency here may not be typical).

SMILES	Fam108B counter	PAD4 FP inh	TPT1 inh	PME-1 primary	GSTO1 counter	MCL1-BIM inh	GLD-1 TGE inh	BCLXL inh	MEX-5 binding
CCCCCn1c(=O)[nH]c2cc(C(=O)NCCN(CC)CC)ccc2c1=O	0	1	-1	-4	0	4	-2	5	nt
Cc1cccc(NC(=O)CSc2nc3ccccc3c(=O)n2C)c1	-6	2	-2	-3	2	7	7	9	0.4
CCOc1ccc(S(=O)(=O)NCCOC)cc1C	0	2	1	0	0	0	3	-3	3.1
CC(=O)Nc1ccc2c(c1)ncn2-c1ccccc1	-2	3	3	1	-2	0	-2	0	0.6
CC1(c2cccc(Br)c2)NC(=O)N(CC(=O)NC2CCCCC2)C1=O (configuration not stated)	nt	3	nt	2	nt	-5	3	0	nt
CCOC(=O)c1cccc(NC(=O)/C=C/c2cccc([N+](=O)[O-])c2)c1	6	-5	1	6	3	-8	1	1	1.4
CNc1nc(NCCOC23CC4CC(CC(C4)C2)C3)nc(OCC(F)(F)F)n1	-6	2	-2	-3	-1	-7	2	-7	-0.7
Cc1ccc(NC(=O)CC(=O)c2ccc([N+](=O)[O-])cc2)cc1S(=O)(=O)Nc1cccc(Cl)c1	25*	-1	-4	9	-44	4	8	1	-0.8
Cc1sc(-c2ccncc2)nc1OC(=O)c1ccc(F)cc1F	0	2	-16	-4	7	10	15	9	-3.6
CCCN(CC(=O)Nc1ccccc1C)C(=O)COc1c(C)cccc1C	nt	0	nt	0	nt	-5	-2	0	nt
S=c1[nH]nc(COc2ccccc2)n1/N=C/C=C/c1ccccc1	5	5	2	-1	6	-11	7	-22	-1.5
CCOc1ccccc1NCc1cc(=O)oc2cc(C)ccc12	-3	-3	1	12	-5	6	7	-1	-0.2
COc1nc(N/N=C/c2ccc(C)cc2)nc(N2CCCCC2)n1	-1	4	1	-4	-3	-1	6	1	0.3
Cc1ccc(/C=C/C(=O)Nc2cccnc2)o1	0	-2	-8	-4	5	15	13	18	-7.0
NC(=O)CC[C@@H]1NC(=O)[C@@H]2CCCN2C(=O)c2cc([N+](=O)[O-])cc(I)c2NCCC[C@@H](C(N)=O)NC1=O	0	1	-1	3	0	-7	2	2	nt
O=C(Cn1cc2c(n1)CCCCC2)NCc1ccccn1	4	1	-3	1	7	15	10	12	-2.7
CC(OC(=O)COc1cccc2c1OC(C)(C)C2)C(=O)Nc1ccc(S(N)(=O)=O)cc1 (configuration not stated)	0	2	-4	-1	5	-3	4	1	-1.0
CCOc1ccc(-c2nnn(CC(=O)NCc3ccc(C)cc3)n2)cc1	-5	-7	1	-6	-5	-7	1	1	-1.6
Cc1ccc(C)c(NC(=S)N(C)CCO)c1	2	-3	-2	4	6	0	-2	8	-0.1
COCCNc1cc(N)c([N+](=O)[O-])cc1[N+](=O)[O-]	5	2	6	4	7	0	10	3	0.6
CCn1c2ccccc2c2cc(NC(=O)c3cccc([N+](=O)[O-])c3C)ccc21	10	-3	5	2	1	-2	10	6	0.5
C1CCC(Nc2nc3nonc3nc2N2CCSCC2)C1	-1	0	2	4	-2	5	1	5	-0.9
COc1ccccc1N1CCN(C(=O)CN(C)S(=O)(=O)c2ccc3c(c2)c(=O)n(C)c(=O)n3C)CC1	6	-1	2	2	7	7	6	10	-0.4
CCC(CC)C(=O)Nc1ccccc1-n1cccc1	2	-1	-2	-1	2	5	3	5	-0.5
COc1ccc(NS(=O)(=O)c2cccc(C(=O)NCC3(N4CCOCC4)CCCCC3)c2)cc1	1	-4	1	3	14	-5	1	-2	0.8

Additional entries
SMILES	Fam108B counter	PAD4 FP inh	TPT1 inh	PME-1 primary	GSTO1 counter	MCL1-BIM inh	GLD-1 TGE inh	BCLXL inh	MEX-5 binding
O=C(O)CC(=O)NC12CC3CC(CC(C3)C1)C2	4&-1	3&-4	-2&-1	0&-2	3&8	-2&4	0&5	4&1	-1.7&0.5
Cc1c(Cl)cccc1NC(=O)C1CCN(S(C)(=O)=O)CC1	0	4	0	-3	3	-3	1	0	-3.1
COc1ccc(OCc2ccc(C(=O)O)cc2)cc1	-1	0	-4	5	4	2	-1	-4	0.4
COC(=O)CC1C(=O)NCCN1C(=S)Nc1ccccc1 (configuration not stated)	2	-3	-3	-1	3	7	9	10	-1.2
O=C(COC(=O)C1CCN(S(=O)(=O)c2cccs2)CC1)NCc1ccc(F)cc1	0	1	2	-10	22	2	-1	0	3.4
O=C1CCN(S(=O)(=O)c2ccccc2)C2CCCCC12 (configuration not stated)	-4	-2	-3	-1	-2	8	1	6	-1.5
Cc1cc(C)cc(CSc2ccc(S(=O)(=O)N3CCCC3)cn2)c1	nt	3	nt	2	nt	4	6	7	nt
Cc1ccc(C(=O)c2c(C)oc3c2C(=O)C(=O)c2ccccc2-3)cc1	12	-13	0	1	31	9	2	10	-2.5
CC1=CC=CC2=NC(=O)CC(C)(C(=O)N(CC(=O)NC3CCCC3)Cc3ccc(Cl)cc3)N12 (configuration not stated)	1	2	-2	1	-7	6	5	7	1.1
Oc1ccccc1CNc1nccs1	5	0	-6	-2	-9	6	2	6	1.8
COc1ccc(-c2ccccc2)cc1NC(=O)c1ccncc1	-4	0	-2	-4	2	-3	2	5	1.2
COc1ccccc1OCCCCN1CCC(C)CC1	7	0	-1	1	-1	-1	3	4	-2.1
O=C(CN1CCCC1)Nc1ccccc1Sc1ccccc1	2	0	0	6	7	-2	-11	-3	1.8
Cc1cc(NC(=O)COc2coc(CN3CCN(c4ccccc4)CC3)cc2=O)no1	2	4	-3	0	2	4	2	8	-0.1
Cc1nc(Cc2nnc(SCC(=O)N3CCN(c4ccc(O)cc4)CC3)o2)cs1	nt	0	nt	2	nt	7	-3	10	nt
CCOC(=O)Cn1c(=N)n(Cc2ccccc2)c2ccccc21	-3	-4	-1	2	9	-3	-5	1	-0.3
COc1ccc(C(=O)c2ccc(N3CCOCC3)c([N+](=O)[O-])c2)cc1	0	-2	-4	-1	0	-2	3	4	-0.2
COc1ccccc1OC(C)C(=O)Nc1ccc2c(c1)n(C)c(=O)n2C (configuration not stated)	3	-3	-2	-1	0	13	7	9	1.0
O=C(Nc1ccc(N2CCOCC2)cc1N1CCOCC1)c1ccc([N+](=O)[O-])cc1	-2	-2	2	-3	6	0	-2	5	0.1
O=C1CCCN1CCCNc1ncnc2c1cnn2-c1ccc(Cl)cc1	-5	0	-1	-9	0	1	6	2	0.8
CC(=O)c1sccc1NC(=O)c1ccccc1C(=O)O	3	-3	2	0	2	0	-7	-2	1.5
CCOC(=O)N1CCC(NC(=O)CSCc2nc(-c3ccccc3Cl)oc2C)CC1	-3	-5	0	-6	6	0	9	-2	1.8
COc1ccc2oc(C(=O)OC(C)C(=O)N(C)c3ccccc3)c(C)c2c1 (configuration not stated)	-2	-3	4	4	8	-8	-8	-7	-1.5
COc1ccc(-c2noc(CCCC(=O)NCc3ccco3)n2)cc1OC	-2	-3	-1	4	-2	6	-1	2	0.9
Oc1c(/C=N/c2ccccn2)sc2ccccc12	-37	2	45*	-34	-71	-42	-26	-22	4.2

New compounds follow:
SMILES	Fam108B counter	PAD4 FP inh	TPT1 inh	PME-1 primary	GSTO1 counter	MCL1-BIM inh	GLD-1 TGE inh	BCLXL inh	MEX-5 binding
CCOc1ccc(C(=O)NCC(=O)NNC(=O)C2COc3ccccc3O2)cc1OCC (configuration not stated)	0	-4	6	7	-4	-10	4	-5	-0.6
COC(=O)C(CCSC)NC(=O)c1cn(-c2ccc(OC)cc2)c(=O)c2ccccc12 (configuration not stated)	1	-1	-2	1	1	4	0	3	2.7
COc1ccc(C(=O)OCc2cc(=O)n3c(C)csc3n2)cc1F	nt	-3	nt	-2	nt	-9	2	-3	nt
C=C(C)CNC(=S)N/N=C\c1ccc2c(c1)OCO2	-1	5	4	3	1	-2	4	-1	0.9
O=C(C1CCN(S(=O)(=O)c2ccc(Cl)cc2)CC1)N1CCC1	-1	-1	-1	3	-5	-3	2	5	-2.1
O=C(CCN1C(=O)c2ccccc2S1(=O)=O)N1CCN(c2ccc(F)cc2)CC1	0	0	-2	-1	4	2	6	4	-2.0
CCN(C(=O)COC(=O)c1ccccc1NCCO)C1CCS(=O)(=O)C1 (configuration not stated)	-1	1	-1	-5	8	-8	4	1	-3.2
Cc1ccc(S(=O)(=O)c2c(N)n(NC(=O)C3CC3)c3nc4ccccc4nc23)cc1	1	2	0	2	0	5	7	7	-2.1
Cc1ccc(CNC(=O)C(C)OC(=O)c2ccco2)cc1 (configuration not stated)	-1	0	-2	-1	11	1	-3	1	0.3
Cc1ccc(S(=O)(=O)N2CCCCC2)cc1NS(=O)(=O)c1cccc(C(=O)O)c1	1	2	0	-5	39*	1	10	3	-0.7
COc1ccc(C2=NO[C@@H]3[C@@H]4C[C@@H]([C@H]5C(=O)N(C)C(=O)[C@@H]45)[C@H]23)cc1	2	0	0	-3	0	7	-6	4	-2.2
COc1ccc(N(CC(=O)Nc2c(C)n(C)n(-c3ccccc3)c2=O)S(=O)(=O)c2ccc(C)cc2)cc1OC	-1	1	-2	-1	2	-5	6	3	2.5
O=C(Nc1nnc(CCN2CCCCC2)s1)c1cccc(Cl)c1	0	-4	-1	3	0	-3	3	-2	-0.4
Cc1c(CCC(=O)N[C@@H](C)C(=O)O)c(=O)oc2cc3oc4c(c3cc12)CCCC4	1	0	-4	-6	-6	0	3	-1	1.4
CCN(CC)c1ccc(/C=N/N=C(c2ccccc2)c2ccccc2)c(O)c1	1	1	36*	1	-1	0	-6	-4	2.0
COc1ccccc1CNC(=O)c1ccc(N2CCOCC2)c([N+](=O)[O-])c1	-1	-1	-1	-7	-3	-9	-4	-4	-2.4
CCCCn1c(-c2ccncc2)nc2c1c(=O)[nH]c(=O)n2CC(C)C	2	-4	0	1	1	-2	7	-1	1.6
COc1ccc(NC(=O)CCC2CCCCC2)cc1S(=O)(=O)N1CCCCC1	0	4	2	-4	1	0	7	-2	-1.6
CCCC(c1nnnn1Cc1ccco1)N1CCN(c2ccccc2)CC1 (configuration not stated)	1	6	4	0	-1	-4	4	4	1.9
CCOc1ccc(NC2=NCC(=O)N2CCc2ccccc2)cc1	1	-1	-4	7	2	-6	5	8	1.7
Cc1nn(-c2ccccc2)cc1C(c1c(N)[nH]c(=S)[nH]c1=O)c1c(N)[nH]c(=S)[nH]c1=O	2	2	-3	-1	1	3	0	12	1.4
Nc1cc2c(cc1[N+](=O)[O-])OCO2	1	-3	3	11	20	44*	-1	10	-2.2
Cc1cc(OCC(=O)Nc2cc(-c3nn4c(C)nnc4s3)ccc2C)ccc1Cl	-3	-3	7	-4	-8	3	10	-1	nt
O=C(Cc1cccs1)N1CCN=C1SCc1ccc(Br)cc1	4	-4	-1	-6	-2	7	0	7	-0.3
CCOC(=O)/C=C1\SCC(=O)N1CC(=O)c1ccc[nH]1	2	-6	11	3	4	-6	-7	-4	-3.0
